Epigenetic derep: Quantitative High-Throughput Screen for Regulators of Epigenetic Control | murine LDR cells, GFP reporter derepression, 30 h | 0.2% of 280,000 active | Potency, µM (highest dose often 53.9 µM), inactives show at the highest dose GFP activation, most hits filed as activators; further: potency means the concentration at half of the fitted maximal effect; % of control where 0% means no effect; nearly all actives have a fitted effect of over 60% in size
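Reporter derepression read as number of fluorescent GFP-positive objects, 20-120 um in size, counted by laser-scanning cytometer. Mouse LDR line with an epigenetically silenced CMV-GFP locus; compound incubation 30 h, 37 C.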
NPSR antagonist: qHTS Assay for Antagonists of the Neuropeptide S Receptor: cAMP Signal Transduction; CHO-NPSR cells, cAMP TR-FRET, antagonist mode; Potency, µM (titrated, usually from 38.3 µM), without a hit: at the highest dose activity change, negative = inhibition, usual class: inhibitors; 1% of 220,000 active; AID 1461, 2008; further: potency means the concentration at half of the fitted maximal effect; on the % scale 0 is the no-effect control and ±100 the full control effect; nearly all actives have a fitted effect of over 50% in size; many of its hits are not listed in these tables
Target sequence (Q6W5P4 whole entry, looked up): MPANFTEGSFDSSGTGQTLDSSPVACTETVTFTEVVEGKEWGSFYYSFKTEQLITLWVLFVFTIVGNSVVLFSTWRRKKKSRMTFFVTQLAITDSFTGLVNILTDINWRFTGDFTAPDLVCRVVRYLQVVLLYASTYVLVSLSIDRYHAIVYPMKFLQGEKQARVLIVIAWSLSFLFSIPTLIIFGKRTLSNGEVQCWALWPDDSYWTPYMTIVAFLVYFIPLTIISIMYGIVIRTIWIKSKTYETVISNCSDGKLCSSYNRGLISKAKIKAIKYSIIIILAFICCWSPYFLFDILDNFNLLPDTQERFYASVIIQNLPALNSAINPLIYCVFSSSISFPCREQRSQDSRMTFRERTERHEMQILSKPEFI
L3MBTL1 inh: qHTS Assay for the Inhibitors of L3MBTL1. Lethal(3)malignant brain tumor-like protein 1 (Homo sapiens), Q9Y468. AlphaScreen L3MBTL1–H3K9me1 peptide binding. Potency, µM (highest dose often 57.1 µM), for the others: top-dose activity, negative = inhibition, usual class: inhibitors. 0.66% of 230,000 active; further: potency means the concentration at half of the fitted maximal effect; on the % scale 0 is the no-effect control and ±100 the full control effect; nearly all actives have a fitted effect of over 60% in size
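AlphaScreen assay: L3MBTL1 (50 nM final) was preincubated 30 min at room temperature with biotinylated H3(1-15)K9me1 peptide (75 nM final), then 30 min with library compounds; streptavidin donor and nickel chelate acceptor beads (10 ug/mL final) added, 30 min dark.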
CBFb RUNX1 block: qHTS Assay for Compounds Blocking the Interaction Between CBF-beta and RUNX1 for the Treatment of Acute Myeloid Leukemia. Runt-related transcription factor 1 (Homo sapiens) + Core-binding factor subunit beta …. AlphaScreen CBFb-His/RUNX1-biotin binding, biochemical. Potency, µM (top dose mostly 59.8 µM), for inactives: at the highest dose activity, negative = inhibition, actives largely listed as inhibitors. 230,000 tested, under 10 active. AID 1477, 2009; further: % of control where 0% means no effect
Target sequence (Q01196 whole entry, looked up): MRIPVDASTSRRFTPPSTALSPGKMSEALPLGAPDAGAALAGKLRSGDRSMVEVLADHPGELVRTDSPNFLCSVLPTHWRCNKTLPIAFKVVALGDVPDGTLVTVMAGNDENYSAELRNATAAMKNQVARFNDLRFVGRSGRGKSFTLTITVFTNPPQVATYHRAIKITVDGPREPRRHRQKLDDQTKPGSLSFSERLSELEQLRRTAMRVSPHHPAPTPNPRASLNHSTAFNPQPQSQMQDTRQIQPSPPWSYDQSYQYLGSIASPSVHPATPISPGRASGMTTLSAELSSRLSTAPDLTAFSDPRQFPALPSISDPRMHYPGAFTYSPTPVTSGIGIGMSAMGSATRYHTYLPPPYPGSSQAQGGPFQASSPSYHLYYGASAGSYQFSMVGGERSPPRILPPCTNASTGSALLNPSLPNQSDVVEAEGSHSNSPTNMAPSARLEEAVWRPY
Target sequence (Q13951 whole entry, looked up): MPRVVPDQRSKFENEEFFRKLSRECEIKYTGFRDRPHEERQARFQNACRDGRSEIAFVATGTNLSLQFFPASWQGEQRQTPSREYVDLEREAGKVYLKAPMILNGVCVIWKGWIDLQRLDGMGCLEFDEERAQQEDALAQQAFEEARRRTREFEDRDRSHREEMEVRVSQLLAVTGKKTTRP
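Proteins preincubated together for 20 min at RT before compound addition; 15 min later, nickel and streptavidin beads were added and left 90 min prior to AlphaScreen measurement.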
IMPase Li inh: qHTS Assay for Identifying the Cell-Membrane Permeable IMPase Inhibitors: Potentiation with Lithium; CHO-M1 cells, IP1 TR-FRET (IP-One), carbachol + lithium; Potency, µM (highest dose often 59.4 µM), inactives show top-dose activity, negative = IMPase inhibition, most hits filed as inhibitors; 0.35% of 210,000 active; AID 1457, 2008;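 further: IP1 builds up when IMPase is blocked and the TR-FRET signal falls; potency means the concentration at half of the fitted maximal effect; plate controls were basal vehicle for no effect and high inhibitor control for full effect; nearly all actives have a fitted effect of over 50% in size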
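CHO-M1, 2000 cells/well, 16–30 h culture; cpd + low Li+, 30 min 37C; lysis with d2-IP1/Eu-anti-IP1 Ab, 10 min RT; TR-FRET 665/620 ratio and 620 channel; AC50 via Hill.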
KinaseGlo FLuc: Counterscreen for Luciferase (Kinase-Glo TM) Inhibition. Kinase-Glo luciferase, ATP luminescence, 8 min. Potency, µM (titrated, usually from 38.3 µM), for inactives: top-dose activity change, negative = inhibition, actives largely listed as inhibitors. 0.28% of 200,000 active. AID 1379, 2008; further: potency means the concentration at half of the fitted maximal effect; on the % scale 0 is the no-effect control and ±100 the full control effect; nearly all actives have a fitted effect of over 60% in size
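Inhibition of Kinase-Glo luciferase light generation was assessed at 10 uM ATP in pH 7.2 imidazole buffer, with luminescence measured after eight minutes at ambient temperature.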
HTT aggregate: qHTS Multiplex Assay to Identify Dual Action Probes in a Cell Model of Huntington: Aggregate Formation (GFP). PC12 HttQ103-GFP aggregates, Acumen cytometry, 40 h. Potency, µM (titrated, usually from 46.1 µM), for the others: at the highest dose activity change, negative = inhibition, hits mostly inhibitors. 1.1% of 220,000 active. AID 1688, 2009; further: potency means the concentration at half of the fitted maximal effect; on the % scale 0 is the no-effect control and ±100 the full control effect; nearly all actives have a fitted effect of over 60% in size
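Multiplexed with ATP-based cell death, this channel scores GFP aggregates in PC12 cells expressing inducible HTTex1-Q103-GFP. Induction used 100 nM tebufenozide; compounds were tested in concentration series.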
The depositor's hits bear a star; u = inconclusive; x = no result given; & = joins results of further samples; [ ] = remark or other dose. The call rests on the fitted dose curve; in most records, active means well fitted curve in the direction sought with a large enough effect; inconclusive means small, poorly fitted or top-dose-only effect, or another doubt; inactive means no such curve, though single readings can be large; an effect the other way counts as inactive or inconclusive. Some of the compounds tested; count on the stated rates, not on these rows.

SMILES	Epigenetic derep	NPSR antagonist	L3MBTL1 inh	CBFb RUNX1 block	IMPase Li inh	KinaseGlo FLuc	HTT aggregate
O=C(COC(=O)c1cccc(S(=O)(=O)N2CCc3ccccc32)c1)Nc1ccc(Cl)cn1	0.0%	-6%	-3%	-16%	7%	-1%	17%
CC(=O)Nc1ccc(/C=C(\C#N)C(=O)NCc2ccccc2)cc1	0.0%	-17%	-4%	-3%	-2%	-2%	-18%
CCc1ccc(OCC(=O)NC(C)(C)C)cc1	-0.9%	10%	4%	7%	-5%	2%	8%
S=c1[nH]nc(NCCc2ccccc2)s1	5.9%	-1%	10%	5%	3%	0%	-10%[9.22 µM]
CC(=O)c1ccc(NC(=O)CCn2c(=O)oc3ccccc32)cc1	-0.3%	0%[46.1 µM]	3%	4%	-10%[38.3 µM]	1%	14%
c1cncc(-c2nn3cnnc3s2)c1	-0.9%	0%[46.1 µM]	0%	22%	-12%	2%	u
CCOC(=O)C1CCN(CC(=O)c2c(C)[nH]c3cc(C)ccc23)CC1	0.0%	-18%[46.1 µM]	2%	6%	4%[38.3 µM]	-2%	0%
CCCCNc1nc2ccccc2n1CC(=O)Nc1c(C)cccc1CC	-1.2%	-3%	3%	3%	9%	-1%	18%
C=CCN1C(=O)C(Cc2ccccc2Cl)SC1=Nc1ccc(C(=O)O)cc1 (stereo unspecified)	0.1%	-10%	-2%	8%	x	x	31%[9.22 µM]
COC(C(=O)N/N=C(\C)CC(=O)Nc1ccc(N(C)C)cc1)c1ccccc1 (stereo unspecified)	9.1%	11%	-12%	-3%	16%	-2%	-5%[9.22 µM]
O=c1[nH]c(/C(Cl)=C/c2c(F)cccc2Cl)nc2cc(Cl)ccc12	-2.6%	-11%	-3%	u	-5%	-2%	-13%
Cc1ccc(NC(=O)N2CCC(NC(=O)c3ccccc3C)CC2)cc1	0.8%	1%[46.1 µM]	6%	-1%	-8%[38.3 µM]	10%	-3%
Cc1cc2nsnc2c(S(=O)(=O)NCC(=O)O)c1C	1.0%	7%[46.1 µM]	3%	4%	7%[38.3 µM]	16%	-20%
NC(=O)CC(NC(=O)Cc1cccc2ccccc12)c1ccc(NCc2cc(F)ccc2F)c([N+](=O)[O-])c1 (stereo unspecified)	u	-30%	x	10%	x	x	-2%[9.22 µM]
CC(NS(=O)(=O)c1ccccc1)C(=O)NCCc1ccccn1 (stereo unspecified)	-1.5%	11%	-28%	9%	0%	-2%	u
Cc1cccc(NC(=O)c2sc(Cl)nc2-c2ccccc2)c1	-6.6%	u	x	u	32%[activator][38.3 µM]	-2%	-27%
O=C(Cn1cnnn1)Nc1cccc([N+](=O)[O-])c1	1.1%	21%	x	7%	3%	-3%	-8%
COC(=O)c1ccc(C(NC(=O)OCc2ccccc2)/C(C)=C/[C@@H](C)C(=O)N2CCN(C)CC2)cc1 (stereo partly specified)	1.0%	x	x	-2%	2%	-6%	x
COc1ccc(C(=O)OCC[N+]2(C)CCCCC2)cc1	2.4%	7%	x	0%	1%	-4%	11%
COC(=O)[C@@H]1C[C@H]1[C@@H](NC(=O)c1cc(C)nn1C)c1ccccc1	3.5%	x	x	-4%	3%	-3%	x

Whole records as entered above.
CC(NS(=O)(=O)c1ccccc1)C(=O)NCCc1ccccn1 (stereo unspecified) is entered as Epigenetic derep = -1.5%; NPSR antagonist = 11%; L3MBTL1 inh = -28%; CBFb RUNX1 block = 9%; IMPase Li inh = 0%; KinaseGlo FLuc = -2%; HTT aggregate = u
COC(C(=O)N/N=C(\C)CC(=O)Nc1ccc(N(C)C)cc1)c1ccccc1 (stereo unspecified) is entered as Epigenetic derep = 9.1%; NPSR antagonist = 11%; L3MBTL1 inh = -12%; CBFb RUNX1 block = -3%; IMPase Li inh = 16%; KinaseGlo FLuc = -2%; HTT aggregate = -5%[9.22 µM]

The list continues:
SMILES	Epigenetic derep	NPSR antagonist	L3MBTL1 inh	CBFb RUNX1 block	IMPase Li inh	KinaseGlo FLuc	HTT aggregate
O=C(Nc1n[nH]c(C(F)(F)F)n1)c1cccs1	-0.3%	-21%	-2%	16%	x	x	-17%[9.22 µM]
CCCCNC(=O)N(CC)c1c(N)n(Cc2ccccc2)c(=O)[nH]c1=O	-4.7%	16%	0%	12%	-8%	1%	0%
Cc1cccc(C)c1NC(=S)N1CCCN(Cc2ccc(F)cc2)C1	0.1%	-3%	x	2%	-4%	-3%	-5%
Cc1cc(=O)oc2cc(O[C@@H]3O[C@H](C(=O)O)[C@@H](O)[C@H](O)[C@H]3O)ccc12	-1.1%	x	x	0%[21.7 µM]	7%	-2%	x
O=C(c1ccco1)N1CCN(S(=O)(=O)c2ccc(S(=O)(=O)NC3CCCCC3)cc2)CC1	-7.0%	-8%[46.1 µM]	-1%	2%	x	x	-3%
NNC(=O)c1cc(-c2ccc(N)cc2)nc2ccc(Br)cc12	-3.2%	20%	-2%	-4%	x	x	6%[9.22 µM]
O=C(NNc1cccc(Cl)n1)c1cccnc1Cl	-1.9%	12%	1%	1%	-4%	0%	24%
O=c1nccc(NCc2ccco2)[nH]1	0.2%	-7%[46.1 µM]	1%	0%	-5%[38.3 µM]	0%	-14%
C/[N+]([O-])=C\C1C(=O)CC(C)(C)CC1=O	-0.1%	30%	16%	-2%	2%	-1%	u
Cc1[nH]c2ccccc2c1C(=O)COC(=O)c1ccc[n+]([O-])c1	-1.4%	-9%[7.67 µM]	48%[activator]	-19%	x	x	-3%[9.22 µM]
O=C1CC(c2ccc(O)cc2)Oc2ccccc21 (stereo unspecified)	-0.2%	x	2%	x	-17%	-26%	x
COc1ccc(-n2cc(-c3ccc(OC)c(OC)c3)[nH]c2=S)cc1	-3.1%	7%	x	-3%	-4%	2%	7%
CCOC(=O)c1sc(NC(=S)NC(=O)c2ccccc2)c(C(=O)OCC)c1C	0.0%	10%	3%	1%	-18%	-1%	11%
Cc1nc(Nc2ccc(Cl)c(Cl)c2)sc1C(=O)Nc1ccccc1	-0.3%	u	-1%	6%	7%	-1%	25µM*
Cc1ccc(S(=O)(=O)Oc2ccccc2/C=N/N=C(N)N)cc1	-0.8%[10.1 µM]	-25%	-21%	-12%	12%	-5%	23%[9.22 µM]
S=c1[nH]nc(C2CCCCC2)n1Cc1ccccc1	2.2%	17%	-6%	7%	-1%	-5%	20%[9.22 µM]
COc1cc(OC)c(N(C)S(=O)(=O)c2cccc(C(=O)OCC(=O)c3c[nH]c4ccccc34)c2)cc1Cl	-1.8%	-9%	-3%	-8%	8%	5%	1%
COc1ccc2c(c1)oc(=O)c1cc(OC)ccc12	-1.3%	-13%	3%	6%	-3%	x	6%[9.22 µM]
Cc1[nH]c2ccccc2c1/C=C/c1nc2ccccc2c(=O)n1CCO	1.2%	-20%	44%	6%	19%	-3%	17%
CCOc1ccc(NCc2ccccc2OCc2cccc(F)c2)cc1	0.0%	18%[46.1 µM]	1%	5%	10%	-1%	-9%
c1ccc(CCn2nnnc2CN2CCc3ccccc32)cc1	0.7%	-2%[46.1 µM]	-9%	1%	x	x	12%
C#Cc1cccc(NC(=O)C2CCN(C(C)=O)CC2)c1	0.3%	-6%	6%	10%	8%	3%	2%
COc1ccc(CCNC(=O)CCn2c(=O)oc3ccccc32)cc1	1.3%	-1%[46.1 µM]	9%	8%	9%[38.3 µM]	0%	-8%
Cc1cc2nc(CS)[nH]c2cc1C	0.1%	2%	x	-8%	x	x	-23%[9.22 µM]
Cc1nccnc1Sc1ccccc1	1.0%	7%	x	0%	x	x	-7%[9.22 µM]
COC(=O)c1ccccc1NC(=S)N1CCN(c2ccc(OC)cc2)CC1	-5.2%	-8%	x	-21%	2%	3%	-11%
CC(C)(C=O)Cc1cc(C(C)(C)C)c(O)c(C(C)(C)C)c1	-1.2%&2.3%	u	5%	u	8%&14%	-4%&2%	x
CN1C(=O)CCC1c1cccnc1 (stereo unspecified)	-0.1%&4.2%&-1.6%&-1.3%	u	x	3%	3%&-14%&8%&20%	0%&2%&-2%	17%
CN(Cc1ccccc1)C(=C(Cl)Cl)/C(=C1/NCCN1C)[N+](=O)[O-]	3.4%	8%	14%	14%	15%	2%	-4%
CCc1cc2c(SCC(=O)c3ccccc3)ncnc2s1	1.2%	-28%[46.1 µM]	36%[activator]	7%	-4%	-3%	-16%
COCCNC(=S)NC1CC2CCC(C1)N2Cc1ccccc1 (stereo unspecified)	1.1%	-15%	6%	16%	3%	x	-3%[9.22 µM]
COc1ccc(C(=O)CSc2nc3[nH]ncc3c(=O)[nH]2)cc1	0.9%	-12%	x	6%	-1%	0%	-3%
O=C(Nc1ccccc1)NC1(C(=O)N2CCN(c3ncccn3)CC2)CCCCC1	-0.3%	2%[7.67 µM]	-1%	4%	-6%[38.3 µM]	2%	-1%
Cc1cc(=O)oc2cc(OCC(=O)N3CCN(C(=O)c4ccco4)CC3)ccc12	-0.1%	8%	x	1%	6%	1%	-14%
Cc1ccc(-n2c(SCC(=O)Nc3cc(C)on3)nc3ccccc3c2=O)cc1	2.9%	2%[46.1 µM]	x	0%	14%[38.3 µM]	-2%	-14%
COC(=O)CNC(=O)C1CCN(c2nc(C)cc(C)n2)CC1	-1.1%	2%[46.1 µM]	2%	-1%	-14%[38.3 µM]	1%	12%
COc1ccc(N2CCN(C(=O)CCCCCn3c(=O)[nH]c4ccsc4c3=O)CC2)cc1	-0.8%	-9%	-12%	8%	12%	1%	-17%
CC(=O)c1n[nH]nc1NC(=O)c1ccccc1	2.9%	-12%[46.1 µM]	x	-3%	-21%[38.3 µM]	14%	x
CCOc1ccc(-n2nnc3c(=O)n(CC(=O)Nc4cc(C)on4)cnc32)cc1	-2.8%	6%	x	8%	x	x	-1%[9.22 µM]
CCc1cccc(C)c1NC(=S)N1CCCCC1c1cccnc1 (stereo unspecified)	0.0%	-3%	x	7%	x	x	10%[9.22 µM]
N#Cc1nc(-c2ccco2)oc1N1CCOCC1	-1.0%	1%[46.1 µM]	3%	4%	-13%[38.3 µM]	-1%	-8%
C=CCn1c(SCC(=O)NC)nc2sc3c(c2c1=O)CCC3	0.0%	4%[46.1 µM]	x	4%	20%[38.3 µM]	-5%	0%
c1ccc(N2CCN(c3ccccc3)C2c2cccnc2)cc1	0.0%	-9%[46.1 µM]	-18%	-7%	17%	4%	u

Screens from PubChem BioAssay.
